High-throughput results from PubChem BioAssay.
PTHR1 ag = PTHR1 (human) receptor agonism | HEK293 GP2 PTHR1 cells, GloSensor cAMP luminescence, 1 h | Potency, µM (series often up to 115 µM), for the others: at the highest dose activation, most hits filed as activators | actives 0.075% (n = 410,000) | AID 743266; note: potency is the fitted concentration of half-maximal effect; nearly all actives have a fitted effect of over 55% in size; some results filed as inactive show a strong effect at the top dose; inactives centre near -15; many of its hits are not listed in these tables
Target sequence (Q03431 whole entry, looked up): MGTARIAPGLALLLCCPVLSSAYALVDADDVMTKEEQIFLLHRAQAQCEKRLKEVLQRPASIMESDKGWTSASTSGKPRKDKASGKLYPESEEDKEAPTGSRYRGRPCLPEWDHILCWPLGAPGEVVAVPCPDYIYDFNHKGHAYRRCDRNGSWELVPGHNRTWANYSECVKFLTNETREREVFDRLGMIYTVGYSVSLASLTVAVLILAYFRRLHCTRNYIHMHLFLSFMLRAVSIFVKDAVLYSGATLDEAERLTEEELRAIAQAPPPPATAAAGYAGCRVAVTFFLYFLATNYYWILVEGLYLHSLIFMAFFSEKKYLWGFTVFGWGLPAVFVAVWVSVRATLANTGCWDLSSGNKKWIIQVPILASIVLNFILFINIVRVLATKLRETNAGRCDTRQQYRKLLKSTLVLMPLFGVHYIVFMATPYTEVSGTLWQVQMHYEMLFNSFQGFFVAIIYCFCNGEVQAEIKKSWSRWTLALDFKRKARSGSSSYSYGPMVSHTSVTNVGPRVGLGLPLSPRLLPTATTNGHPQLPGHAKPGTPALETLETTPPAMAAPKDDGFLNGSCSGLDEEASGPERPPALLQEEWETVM
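HEK-293-derived GP2 cells expressing PTHR1 and a GloSensor cAMP reporter, 3,000/well, plated overnight, given luciferin plus IBMX (each 0.5 mM as added) for 1 h at 37 °C, then compound for 1 h at 37 °C. Luminescence was read after 15 min at room temperature.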
GLP-1R agonist = agonists of human GLP-1 receptor; HEK293 GLP-1R CRE-luciferase, luminescence, 4-6 h; cells express a hypersensitive GLP-1R form; Potency, µM (series often up to 45.6 µM), without a hit: at the highest dose activation, usual class: activators; P43220; actives 0.007% (n = 380,000); note: potency is the fitted concentration of half-maximal effect; % of control where 0% means no effect
Target sequence (P43220 whole entry, looked up): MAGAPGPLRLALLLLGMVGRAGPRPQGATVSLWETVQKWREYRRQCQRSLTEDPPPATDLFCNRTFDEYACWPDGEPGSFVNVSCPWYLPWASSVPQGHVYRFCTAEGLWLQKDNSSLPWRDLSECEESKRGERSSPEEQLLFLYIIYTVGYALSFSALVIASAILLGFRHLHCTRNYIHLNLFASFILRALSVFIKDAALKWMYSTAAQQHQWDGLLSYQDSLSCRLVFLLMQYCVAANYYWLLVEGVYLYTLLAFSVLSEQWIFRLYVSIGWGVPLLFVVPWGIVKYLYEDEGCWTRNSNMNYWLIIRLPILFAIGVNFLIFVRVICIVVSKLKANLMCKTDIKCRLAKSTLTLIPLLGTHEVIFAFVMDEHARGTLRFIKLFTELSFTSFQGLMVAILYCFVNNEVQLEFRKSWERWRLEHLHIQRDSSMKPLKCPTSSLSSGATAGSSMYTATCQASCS
HEK293 tox = cytotoxic in the GLP-1 receptor inverse agonist counter-screen; actives 0.13% (n = 410,000); HEK293 cAMP-luciferase reporter cells, luminescence, 24 h; Potency, µM (doses to about 38.3 µM), for inactives: at the highest dose activity change, negative = inhibition, hits mostly inhibitors;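 note: loss of luciferase light is scored as toxicity; potency is the fitted concentration of half-maximal effect; % is set by controls: 0 for no effect and ±100 for the full control effect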
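Quantitative HTS format, 1536 wells, 200 cells/uL seeded. Compounds: 23 nL, 24 h, 37 °C. Detection: luciferase reagent, luminescence at 12 min RT; decreased signal taken as cytotoxic.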
KB-V1 MDR tox = KB-V1 MDR subline cytotoxicity; AID 1347076; KB-V1 MDR cells viability, CellTiter-Glo, 72 h; Potency, µM (highest dose often 46.1 µM), inactives show at the highest dose activity change, negative = cytotoxicity, actives largely listed as cytotoxic; actives 3.4% (n = 400,000); note: potency is the fitted concentration of half-maximal effect; % is set by controls: 0 for no effect and ±100 for the full control effect; nearly all actives have a fitted effect of over 60% in size
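qHTS viability screen in drug-selected KB-V1 MDR cells: 72 h compound treatment at 37 degrees C, ATP luminescence end point.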
D3 antag = D3 dopamine receptor (human) antagonism; D3R cells, DiscoveRx beta-arrestin luminescence, antagonist mode; stronger effect = lower value; P35462; max response, negative = inhibition, %; actives 2.5% (n = 360,000); in the data active = max response below about -50%; inconclusive = no clear call, values can overlap the other calls; note: % is set by controls: 0 for no effect and ±100 for the full control effect; mostly tested at two doses, the higher about 12 µM
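Cells expressing the human receptor were seeded at 1500 cells/well, incubated overnight at 37 degrees C in 5% CO2, then exposed to library compounds with dopamine controls for 90 minutes at 37 degrees C before luminescent detection.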
GLP-1R inv ag = inverse agonists of human GLP-1 receptor | Potency, µM (highest dose often 38.3 µM), for the others: top-dose activity change, negative = inhibition, hits mostly inhibitors | HEK293 GLP-1R CRE-luciferase, luminescence, 24 h; GLP-1R form is constitutively active | P43220 | actives 1.6% (n = 410,000); note: potency is the fitted concentration of half-maximal effect; % is set by controls: 0 for no effect and ±100 for the full control effect; nearly all actives have a fitted effect of over 55% in size
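HEK293 cells stably co-expressing a cAMP-responsive luciferase reporter and constitutively active GLP-1R were seeded, incubated 12 h, then exposed to compounds for 24 h at 37 C. Luminescence was read 12 min after detection reagent; inverse agonists lower signal.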
TDP-43 yeast inh = TDP-43 toxicity inhibition in yeast | AID 652104 | actives 1.8% (n = 410,000) | TDP-43 expressing yeast growth rescue, BacTiter-Glo, 24 h | Potency, µM (titrated, usually from 46.1 µM), for inactives: at the top dose growth rescue (activation), most hits filed as activators; note: potency is the fitted concentration of half-maximal effect; % of control where 0% means no effect; nearly all actives have a fitted effect of over 50% in size
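Cell-based yeast growth screen: TDP-43 expression induced in galactose, inoculum OD600=0.02 after raffinose pregrowth to mid-log. Read-out BacTiter-Glo luminescence at 24 hr, 30 deg C; inhibition of toxicity seen as signal increase.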
DRD3 agonist = D3 dopamine receptor (human) agonism | P35462 | D3R DiscoveRx beta-arrestin cells, luminescence, 90 min | max activation, % | actives 0.58% (n = 410,000); in the data active = max activation above about 30%; note: 0% is about no effect; mostly tested at two doses, the higher about 12 µM
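Agonist-mode cell screen: cells plated at 1500/well and incubated overnight at 37 °C, then exposed to library compounds for 90 min at 37 °C. Detection reagent was added for 30–60 min at room temperature, and luminescence was read.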
aSyn yeast inh = alpha-synuclein toxicity inhibition in yeast; Yeast expressing alpha-synuclein, growth rescue, BacTiter-Glo, 24 h; Potency, µM (highest dose often 46.1 µM), for inactives: at the top dose growth rescue (activation), usual class: activators; actives 0.14% (n = 370,000); AID 652106; note: potency is the fitted concentration of half-maximal effect; % of control where 0% means no effect; nearly all actives have a fitted effect of over 65% in size
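Screening used galactose-induced yeast with toxic alpha-synuclein levels, exposed to compound for 24 hr at 30 deg C. Cell growth, read with BacTiter-Glo luminescence, gave the measured signal.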
An asterisk follows results filed as active; [ ] = dose if it differs, or a comment. Unless noted, calls come from the whole dose curve; as a rule, active = well fitted curve in the direction sought with a large enough effect; inconclusive = small, poorly fitted or top-dose-only effect, or another doubt; inactive = no such curve, though single readings can be large; an effect the other way counts as inactive or inconclusive. These rows are one share of the data, so the mix of outcomes need not match the whole.

Results for CCN(c1ccccc1)S(=O)(=O)c1ccc(C(=O)NCCc2ccc(S(N)(=O)=O)cc2)cc1 ?
PTHR1 ag: inactive; GLP-1R agonist: 9%; HEK293 tox: -12%; KB-V1 MDR tox: -1%; D3 antag: -19; GLP-1R inv ag: inconclusive; TDP-43 yeast inh: -7%; DRD3 agonist: -5; aSyn yeast inh: 1%

What do the screens show for `COc1ccc(C(=O)NCC(=O)NCC(=O)OCC(=O)c2ccc(Br)cc2)cc1`?
PTHR1 ag: -48%[inhibitor]; GLP-1R agonist: -3%; HEK293 tox: -5%; KB-V1 MDR tox: 7%; D3 antag: -1; GLP-1R inv ag: 8%; TDP-43 yeast inh: 11%; DRD3 agonist: -2; aSyn yeast inh: -1%

What do the screens show for `COC(=O)c1ccc(NC(=O)CSCc2ccccc2C)cc1`?
PTHR1 ag: inactive; GLP-1R agonist: 4%; HEK293 tox: 3%; KB-V1 MDR tox: inconclusive; D3 antag: 9; GLP-1R inv ag: inconclusive; TDP-43 yeast inh: 1%; DRD3 agonist: -15; aSyn yeast inh: 3%

What do the screens show for `O=C(CCn1nnnc1CN1CCOCC1)N1CCC(c2ccccc2F)C1` (stereo not given)?
PTHR1 ag: 13%; GLP-1R agonist: 4%; HEK293 tox: -12%; KB-V1 MDR tox: inconclusive; D3 antag: 3; GLP-1R inv ag: 12%; TDP-43 yeast inh: 5%; DRD3 agonist: -24; aSyn yeast inh: 2%

Results for O=C(Cc1cccc(NC(=O)C2CCN(C(=O)C3CCCC3)CC2)c1)Nc1cccc(C(=O)N2CCCC2)c1 ?
PTHR1 ag: -15%; GLP-1R agonist: -2%; HEK293 tox: -10%; KB-V1 MDR tox: -14%; D3 antag: 0; GLP-1R inv ag: 8%; TDP-43 yeast inh: -6%; DRD3 agonist: -14; aSyn yeast inh: 9%

How did Cc1cc(N/N=C/c2cccc(Cl)c2)nc(-n2nc(C)cc2C)n1 do in these assays?
PTHR1 ag: inactive; GLP-1R agonist: 1%; HEK293 tox: inconclusive; KB-V1 MDR tox: inconclusive; D3 antag: -17; GLP-1R inv ag: inconclusive; TDP-43 yeast inh: 14µM*; DRD3 agonist: 2; aSyn yeast inh: 12%

What do the screens show for `Cc1ccc(-c2cc(C(=O)NN)n[nH]2)o1`?
PTHR1 ag: inconclusive; GLP-1R agonist: 5%; HEK293 tox: -15%; KB-V1 MDR tox: 5%; D3 antag: 0; GLP-1R inv ag: 9%; TDP-43 yeast inh: -7%; DRD3 agonist: -2; aSyn yeast inh: -6%

How did O=C(CCc1ccccc1)N/N=C\c1cc2c(cc1Br)OCO2 do in these assays?
PTHR1 ag: -19%; GLP-1R agonist: 13%; HEK293 tox: -12%; KB-V1 MDR tox: inconclusive; D3 antag: 16; GLP-1R inv ag: inconclusive; TDP-43 yeast inh: 22%; DRD3 agonist: 4; aSyn yeast inh: 9%

What do the screens show for `COc1cc(/C=C(\C#N)c2nc3ccccc3[nH]2)ccc1O`?
PTHR1 ag: -48%[inhibitor]; GLP-1R agonist: 5%; HEK293 tox: -43%; KB-V1 MDR tox: -15%; D3 antag: 2; GLP-1R inv ag: 1%; TDP-43 yeast inh: 4%; DRD3 agonist: 13; aSyn yeast inh: -9%

Results for COc1ccc(Nc2c(-c3ccc(N4CCOCC4)cc3)nc3ncccn23)cc1OC ?
PTHR1 ag: -15%; HEK293 tox: -1%; KB-V1 MDR tox: 23%; GLP-1R inv ag: 14%; TDP-43 yeast inh: 0%; DRD3 agonist: -2

How did Cc1cnc(NC(=O)c2ccncc2)s1 do in these assays?
PTHR1 ag: inactive; GLP-1R agonist: -9%; HEK293 tox: 5%[0.307 µM]; KB-V1 MDR tox: -1%; D3 antag: 0; GLP-1R inv ag: -18%[0.307 µM]; TDP-43 yeast inh: 12%; DRD3 agonist: -2; aSyn yeast inh: 3%

What do the screens show for `COc1cccc(NC(=O)COC(=O)CC(NC(N)=O)c2ccc(Cl)cc2)c1` (stereo not given)?
PTHR1 ag: -21%; GLP-1R agonist: 13%; HEK293 tox: -14%; KB-V1 MDR tox: inconclusive; D3 antag: 6; GLP-1R inv ag: -30%; TDP-43 yeast inh: 4%; DRD3 agonist: -7; aSyn yeast inh: 2%

How did Cc1cc2cc(CNC(=O)c3ccc(S(=O)(=O)N4CCCCC4)cc3)ccc2[nH]1 do in these assays?
PTHR1 ag: -15%; GLP-1R agonist: 0%; HEK293 tox: 18%; KB-V1 MDR tox: 26%; D3 antag: -9; GLP-1R inv ag: -27%; TDP-43 yeast inh: 0%; DRD3 agonist: -2; aSyn yeast inh: -11%

Results for Nc1nnc(SCc2ccc(F)cc2Cl)s1 ?
PTHR1 ag: inactive; GLP-1R agonist: 1%; HEK293 tox: -6%; KB-V1 MDR tox: 0%; D3 antag: -10; GLP-1R inv ag: 8%; TDP-43 yeast inh: 14%; DRD3 agonist: 7; aSyn yeast inh: 1%

Results for COc1ccc(COc2cc(-c3cccc(OC)c3)nc3ccc(NC(=O)c4ccc(OC)cc4)cc23)cc1 ?
PTHR1 ag: -22%; GLP-1R agonist: 15%; HEK293 tox: -28%; KB-V1 MDR tox: 3%; D3 antag: 20; GLP-1R inv ag: inconclusive; TDP-43 yeast inh: 36%; DRD3 agonist: -16; aSyn yeast inh: -13%

What do the screens show for `Cc1ccc(CNC(=O)CCC(=O)n2ncc3cc(C)ccc32)cc1`?
PTHR1 ag: inactive; GLP-1R agonist: 3%; HEK293 tox: -3%; KB-V1 MDR tox: 3%; D3 antag: 7; GLP-1R inv ag: 4%; TDP-43 yeast inh: 0%; DRD3 agonist: 2; aSyn yeast inh: 2%

Results for C=CCCN([C@H](CO)Cc1ccccc1)S(=O)(=O)c1ccccc1Br ?
PTHR1 ag: 12%; GLP-1R agonist: -6%; HEK293 tox: 3%; KB-V1 MDR tox: 0%; D3 antag: 15; GLP-1R inv ag: -13%; TDP-43 yeast inh: -6%; DRD3 agonist: 0; aSyn yeast inh: inconclusive

What do the screens show for `Cc1ccc(C(=O)O)cc1-c1ccc(C=C2C(=O)c3ccccc3C2=O)o1`?
PTHR1 ag: 17%; GLP-1R agonist: 2%; HEK293 tox: -4%; KB-V1 MDR tox: 10%; D3 antag: -15; GLP-1R inv ag: -1%; TDP-43 yeast inh: -10%; DRD3 agonist: -6; aSyn yeast inh: 6%

What do the screens show for `COc1ccc(NC(=O)CSc2nnc(Cc3ccc(C)cc3)c(=O)n2N)cc1`?
PTHR1 ag: -37%; GLP-1R agonist: 13%; HEK293 tox: 10%; KB-V1 MDR tox: 0%; D3 antag: 13; GLP-1R inv ag: 7%; TDP-43 yeast inh: -8%; DRD3 agonist: -12; aSyn yeast inh: 9%

How did COc1ccc(N2CCN(C(=O)CCn3nnc4ccccc43)CC2)cc1 do in these assays?
PTHR1 ag: inactive; GLP-1R agonist: -1%; HEK293 tox: -5%; KB-V1 MDR tox: 1%; D3 antag: -17; GLP-1R inv ag: -16%; TDP-43 yeast inh: -6%; DRD3 agonist: 0; aSyn yeast inh: -1%

What do the screens show for `CCCOc1ccc(-c2cnc(N)s2)cc1`?
PTHR1 ag: -11%[57.5 µM]; GLP-1R agonist: -3%; HEK293 tox: 4%; KB-V1 MDR tox: inconclusive; D3 antag: -16; GLP-1R inv ag: 0%; TDP-43 yeast inh: -12%; DRD3 agonist: -16; aSyn yeast inh: -15%

How did CCOc1ccc(S(=O)(=O)NCC2CCCO2)c2cccnc12 (stereo not given) do in these assays?
PTHR1 ag: -13%[57.5 µM]; GLP-1R agonist: -4%; HEK293 tox: -11%; KB-V1 MDR tox: 5%; D3 antag: -17; GLP-1R inv ag: 4%; TDP-43 yeast inh: -3%; DRD3 agonist: 0; aSyn yeast inh: -1%

How did Cc1onc(-c2ccccc2)c1CNC(=O)Nc1ccc(C(F)(F)F)cc1 do in these assays?
PTHR1 ag: -28%; GLP-1R agonist: 9%; HEK293 tox: inconclusive; KB-V1 MDR tox: inconclusive; D3 antag: 4; GLP-1R inv ag: inconclusive; TDP-43 yeast inh: 4%; DRD3 agonist: 6; aSyn yeast inh: -2%

How did CCOc1ccc(NC(=O)CSc2nccn(-c3ccc4c(c3)OCCO4)c2=O)cc1 do in these assays?
PTHR1 ag: inactive; GLP-1R agonist: -2%; HEK293 tox: 7%; KB-V1 MDR tox: -22%; D3 antag: 28; GLP-1R inv ag: -7%; TDP-43 yeast inh: 12%; DRD3 agonist: 0; aSyn yeast inh: 2%

What do the screens show for `O=[N+]([O-])c1ccc(C[n+]2ccccc2)cc1`?
PTHR1 ag: -7%; GLP-1R agonist: 6%; HEK293 tox: 10%; KB-V1 MDR tox: inconclusive; D3 antag: -20; GLP-1R inv ag: 10%; TDP-43 yeast inh: 5%; DRD3 agonist: -2; aSyn yeast inh: 1%

How did O=C(Nn1c(-c2ccncc2)nc2ccccc2c1=O)c1ccc(Br)cc1 do in these assays?
PTHR1 ag: -46%[inhibitor]; GLP-1R agonist: -2%; HEK293 tox: 12%[7.66 µM]; KB-V1 MDR tox: 14%; D3 antag: 8; GLP-1R inv ag: 8%[7.66 µM]; TDP-43 yeast inh: 10%[9.22 µM]; DRD3 agonist: 1; aSyn yeast inh: 10%

Results for C=CC[C@@H](Cc1ccc(F)cc1)C(=O)OC[C@@H]1CCCN1C(=O)[C@H](CC=C)CC(=O)N[C@H](CO)Cc1ccccc1 ?
PTHR1 ag: inactive; GLP-1R agonist: -3%; HEK293 tox: inconclusive; KB-V1 MDR tox: inconclusive; D3 antag: -4; GLP-1R inv ag: inconclusive; TDP-43 yeast inh: -3%; DRD3 agonist: 9; aSyn yeast inh: 13%
